# From PubChem
# TAAR1 antag = antagonists of human TAAR1; Q96RJ0; AID 624466; 1.5% of 360,000 active; inhibition, % at 3 µM; CHO RD-HGA16 TAAR1, Fluo-8 calcium fluorescence, antagonist;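 active = inhibition above a per-plate cutoff, the mean inhibition of test compounds on that plate plus 3 SD, cut at about 49% in these data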;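 note: 0% = DMSO plus EC80 beta-PEA response and 100% = DMSO alone without agonist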
# Target sequence (Q96RJ0 whole entry, looked up): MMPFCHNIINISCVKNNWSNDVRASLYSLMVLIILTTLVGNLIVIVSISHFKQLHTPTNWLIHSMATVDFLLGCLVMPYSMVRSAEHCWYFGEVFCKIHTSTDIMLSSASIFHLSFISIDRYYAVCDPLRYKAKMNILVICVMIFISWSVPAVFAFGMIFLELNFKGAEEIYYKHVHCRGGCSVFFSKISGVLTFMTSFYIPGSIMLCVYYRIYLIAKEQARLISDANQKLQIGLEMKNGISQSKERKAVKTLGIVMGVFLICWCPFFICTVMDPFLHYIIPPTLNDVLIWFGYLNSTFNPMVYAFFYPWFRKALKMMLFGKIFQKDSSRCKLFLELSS
#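 System: RD-HGA16 CHO cells with stable hTAAR1 and Gα16 | Probe or stimulus: EC80 β-phenethylamine stimulus | Dosing: 3 µM, single point | Times: Dye loading 75 min at 37 °C, then 30 min room temperature | Measured by: Fluo-8 calcium-sensitive fluorescence | Read-out basis: % inhibition of agonist calcium response | Replicates: n of 1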
# M1 antag = blocks human M1 muscarinic receptor | P11229 | CHO-K1 hM1, Fluo-8 calcium fluorescence, ACh EC80 antagonist | inhibition, % at 3 µM | 1.3% of 360,000 active | AID 588852;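 active = percent inhibition above its own plate's cutoff, namely the mean of that plate's compound wells plus 3 SD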;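 note: peak over basal fluorescence ratio during 140 s after agonist addition; 0% = ACh EC80 plus DMSO and 100% = DMSO alone without agonist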
# Target sequence (P11229 whole entry, looked up): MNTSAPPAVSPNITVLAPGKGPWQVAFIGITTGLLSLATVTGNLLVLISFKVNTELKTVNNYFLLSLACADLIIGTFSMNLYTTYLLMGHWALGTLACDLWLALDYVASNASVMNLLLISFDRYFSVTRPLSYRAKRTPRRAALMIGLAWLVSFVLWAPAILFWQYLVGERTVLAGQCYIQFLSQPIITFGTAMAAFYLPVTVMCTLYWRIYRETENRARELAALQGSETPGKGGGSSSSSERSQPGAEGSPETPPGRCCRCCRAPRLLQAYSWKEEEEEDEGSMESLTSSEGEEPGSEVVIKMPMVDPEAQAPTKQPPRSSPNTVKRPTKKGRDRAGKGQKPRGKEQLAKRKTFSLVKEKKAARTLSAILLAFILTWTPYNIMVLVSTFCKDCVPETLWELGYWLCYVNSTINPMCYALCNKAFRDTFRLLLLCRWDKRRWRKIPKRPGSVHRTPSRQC
# OXTR ag = agonists of human oxytocin receptor. activation, % at 3 µM. 0.32% of 320,000 active. P30559. CHO-OTR cells, Fluo-8 calcium fluorescence; normalized: DMSO 0%, oxytocin 100%;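 active = activation above the mean of all tested compounds plus 3 SD, cutoff set per screening run, cut at about 20% in these data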;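 note: peak over basal fluorescence ratio from a 100 s FLIPR kinetic read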
# OXTR potentiate = potentiates the human oxytocin receptor response | P30559 | CHO-OTR cells, Fluo-8 calcium fluorescence, potentiator mode; 0% = oxytocin EC15, 100% = EC100 | activation, % at 3 µM | 0.061% of 320,000 active | AID 2445;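 active = activation above that plate's cutoff, the mean activation of tested compounds plus 3 SD, cut at about 6.6% in these data, passing the limit was not always enough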;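 note: 100% uses oxytocin at 75 nM as the full agonist control; some results filed as inactive read as strong as hits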
#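 System: human OTR in CHO cells; Also added: sub-maximal oxytocin, roughly EC15; Timing: compound 6 min at room temperature before oxytocin, 100 s read; Technique: Fluo-8 intracellular calcium fluorescence, ex 470-495, em 515-575 nm; Controls: oxytocin EC15 low and EC100 high; Replication: singlicate.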
# CHO parental Ca = counter-screen for OX1R antagonists: effect in parental CHO cells | parental CHO-K1, ATP-induced calcium, Fluo-8 fluorescence | inhibition, % at 5.6 µM | 0.63% of 330,000 active;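 active = inhibition above that plate's mean sample inhibition plus 3 SD, cut at about 26% in these data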;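 note: 0% = ATP-challenged DMSO wells and 100% = DMSO wells without ATP; some compounds past the cut are filed as inactive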
#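 Assay system: parental CHO cells; Read-out basis: percent inhibition of ATP-evoked calcium rise, normalized to controls; Benchmarks: ATP and no-ATP DMSO wells; Compound dosing: single nominal dose of 5.6 µM per compound; Signal: Fluo-8 calcium dye fluorescence; Also added: ATP as calcium-mobilizing challenge; Repeats: singlicate.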
# V1R ag counter = V1a receptor agonism, counter-screen for OXTR agonists; CHO-V1R cells, Fluo-8 calcium fluorescence, agonist mode; 0% DMSO, 100% 3 nM vasopressin; P37288; activation, % at 3 µM; 0.25% of 320,000 active;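 active = activation above the mean activation of all tested compounds plus 3 SD, per screening run, cut at about 20% in these data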;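 note: signal is peak over basal fluorescence ratio across a 100 second FLIPR read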
# TAAR1 ag = human TAAR1 agonism; Q96RJ0; 0.99% of 360,000 active; activation, % at 3 µM; CHO RD-HGA16 TAAR1, Fluo-8 calcium fluorescence; vehicle wells 0%, saturating PEA agonist 100%; AID 624467;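 active = activation above the mean activation of all test compounds in the run plus 3 SD, cut at about 38% in these data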
#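 Repeats: no replicates (n 1) | Material: CHO-derived RD-HGA16 cells with stable Gα16 and human TAAR1 | Technique: Kinetic Fluo-8 calcium fluorescence | Schedule: 17-24 h seeding, 75 min 37 °C dye, 30 min RT | Evaluation: % activation from peak over basal fluorescence ratio, DMSO-to-PEA scaled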
# M1 ag = activates human CHRM1 receptor | P11229 | CHO-K1 hM1, Fluo-8 calcium fluorescence, agonist mode; 0% DMSO, 100% acetylcholine EC100 | activation, % at 3 µM | 0.33% of 360,000 active | AID 588814;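 active = activation above the run's mean compound activation plus 3 SD, cut at about 16% in these data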;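 note: peak over basal fluorescence ratio within a 140 s kinetic read after compound addition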
# CHRM1 PAM = human CHRM1 positive allosteric modulation; AID 588819; CHO-K1 hM1, Fluo-8 calcium fluorescence, ACh EC20; 0% = ACh EC20, 100% = maximal ACh; activation, % at 3 µM; 0.088% of 360,000 active; in the data active = activation above about 19%, passing the limit was not always enough
# * marks the source's active call; other numbers are inactive results; . = not tested or not shown. Rows are unselected; 3.7% or so of the library scored in one or more.
Molecule	V1R ag counter	M1 ag	CHRM1 PAM	TAAR1 ag	OXTR potentiate	CHO parental Ca	M1 antag	TAAR1 antag	OXTR ag
CC1CCCCC1NC(=O)CCCCCn1c(=S)[nH]c2ccccc2c1=O (stereo not drawn)	0.1	-1	6	4	-2	-19	5	-42	-2.1
O=C(Nc1ccc(Cl)cc1Cl)c1ccc2c(c1)OCCO2	0.4	-3	1	5	3	-11	1	-22	0.6
Cc1c(CCC(=O)NCCCCCC(=O)O)c(=O)oc2c(C)c3oc4c(c3cc12)CCCC4	.	-5	1	-2	.	.	1	-24	.
COCC(C)n1c(COc2ccccc2F)nnc1SCC(=O)c1c(N)n(C)c(=O)n(C)c1=O (stereo not drawn)	0.3	3	3	1	6	-13	3	21	0.4
Cc1nn(Cc2ccc(F)cc2)c(C)c1NC(=O)c1nn(C)cc1Cl	0.8	-3	1	2	-4	-20	5	4	0.2
Cc1cnn(-c2cc(N/N=C/c3ccc(F)cc3)ncn2)c1	0.4	-1	0	1	-7	-6	9	1	-0.6
COc1ccc(C(=O)C2CCN(C(=O)c3ccc(OC)cc3)CC2)cc1	5.0	-1	-3	4	-9	3	3	-14	2.2
O=C(OCc1cn([C@H]2C[C@H](c3ccccc3)N(Cc3cccs3)C[C@@H]2O)nn1)c1ccccc1	.	-3	-1	4	.	.	1	24	.
CC(=O)Nc1nc(C)c(-c2csc(Nc3cccc(C(C)=O)c3)n2)s1	0.4	-7	-7	9	-14	-20	12	16	-1.5
O=C(C[C@H]1C/C=C/CC[C@@H](Cc2ccc(F)cc2)C(=O)O[C@@H](c2ccccc2)CNC1=O)NCCO	0.5	-5	-4	7	-7	-24	2	35	-0.6
COc1ccc(C(=O)NC(C)CCn2cccn2)cc1OC1CCN(C(C)C)CC1 (stereo not drawn)	0.3	-5	1	0	1	-12	-2	-6	-0.3
Cc1ccc(/C=N/NC(=O)Cn2cnc3ccccc32)o1	1.0	1	8	6	-13	4	-10	10	-1.1
O=C1CC(Sc2ncccc2C(=O)O)C(=O)N1 (stereo not drawn)	0.4	2	4	1	-2	-16	-4	-26	0.3
COCCn1c(SCC(=O)Nc2ccccc2OC)nc2ccccc2c1=O	-0.2	-2	2	-1	3	-17	-5	1	-1.6
O=C(OC1CCOC1=O)c1ccc(Cl)c(S(=O)(=O)N2CCCCC2)c1 (stereo not drawn)	0.5	-5	7	0	-16	-11	0	-14	0.6
COc1ccccc1Oc1ccc2c(c1)C(=O)N(CC1CCCO1)C2=O (stereo not drawn)	3.5	1	1	3	-7	-4	-2	-8	1.2
CCN(C(=O)COC(=O)C1CCN(S(=O)(=O)c2ccc3c(c2)OCCO3)CC1)C1CCCCC1	-0.8	-7	-2	-1	0	-19	-2	-36	-0.9
CCOc1ccc(NC(=O)c2ccc3[nH]c(=O)c(=O)[nH]c3c2)cc1	0.8	0	11	0	3	-15	-19	-1	2.0
O=C(Nc1ccccc1Cl)c1ccc2nsnc2c1	-0.5	-7	9	-1	6	0	-6	-14	-1.3
CS(=O)(=O)N1CCCC(C(=O)NCCc2ccccc2)C1 (stereo not drawn)	1.0	-3	-2	6	-6	7	1	-22	0.4
CC1CN(C(=O)c2cccc(S(=O)(=O)N3CCN(c4ccccc4)CC3)c2)CC(C)O1 (stereo not drawn)	4.5	-1	0	1	-5	-9	6	-5	5.5
CC(=O)c1cccc(Nc2c([N+](=O)[O-])c(=O)oc3ccccc23)c1	1.7	2	3	5	-4	-6	-6	-15	0.8
Oc1c(Br)cc(Br)cc1CNc1cccc2cccnc12	-1.4	-3	9	4	-20	-9	-16	-5	-1.3
O=C(NCc1ccc(F)cc1)C1CCCN1C(=O)NCc1ccccc1 (stereo not drawn)	-0.1	-1	7	1	-9	-8	-11	4	0.6
Cc1ccccc1N1CC(C(=O)Nc2nnc(SCCC3OCCO3)s2)CC1=O (stereo not drawn)	1.1	-2	-7	1	-3	-13	-10	-2	0.4
O=C(O)C1CC=CCC1C(=O)N1CCN(c2nc(-c3ccccc3)c3ccccc3n2)CC1 (stereo not drawn)	1.4	-5	-21	15	-4	-23	35	19	2.1
CCC(c1nc2ccccc2[nH]1)N(Cc1cccnc1)C(=O)c1cc(-c2ccccc2)on1 (stereo not drawn)	.	-10	-16	5	.	.	10	5	.
COc1ccc(/C=N/NC(=O)c2ccc(COc3cccc4cccnc34)cc2)cc1O	0.4	-2	-11	8	-12	-16	22	63*	-2.1
O=C(Cn1cc([N+](=O)[O-])ccc1=O)N1CCc2ccccc2C1	1.7	-3	5	3	6	0	-8	-13	2.4
CC1=C(C(=O)Nc2ccccc2C)C(c2cccnc2)n2nc(CCCO)nc2N1 (stereo not drawn)	0.9	-3	4	5	-11	-4	-18	-6	0.9

# Quoted at random: two entries already listed, in no set order.
Molecule	V1R ag counter	M1 ag	CHRM1 PAM	TAAR1 ag	OXTR potentiate	CHO parental Ca	M1 antag	TAAR1 antag	OXTR ag
O=C(NCc1ccc(F)cc1)C1CCCN1C(=O)NCc1ccccc1 (stereo not drawn)	-0.1	-1	7	1	-9	-8	-11	4	0.6
CS(=O)(=O)N1CCCC(C(=O)NCCc2ccccc2)C1 (stereo not drawn)	1.0	-3	-2	6	-6	7	1	-22	0.4

# Next part.
Molecule	V1R ag counter	M1 ag	CHRM1 PAM	TAAR1 ag	OXTR potentiate	CHO parental Ca	M1 antag	TAAR1 antag	OXTR ag
Cc1cccc(N(CC(=O)NC2CCCCC2)C(=O)c2ccc(C)s2)c1	-1.0	-4	1	11	3	-31	-4	-7	-2.2
CC(=O)Nc1cc(C(=O)N(C)Cc2ccccc2)ccc1S(=O)(=O)c1ccc(C)cc1	0.7	-5	8	2	-2	-17	-14	-18	-1.0
COc1ccc(C(C)=O)cc1CSc1nncn1-c1ccccc1	1.0	-10	8	0	-2	-17	-11	-5	-1.4
COc1ccc2c(c1)c(CC(=O)OC(C)C(=O)N(C)C)c(C)n2C(=O)c1ccc(Cl)cc1 (stereo not drawn)	4.5	-5	5	4	-8	-14	-6	-5	2.4
COc1ccc(C(=O)N2CCCc3ccccc32)cc1	-0.7	-7	9	-2	-5	6	-11	21	-1.1
COc1ccc(C2C(C(=O)/C=C/c3ccco3)=C(O)C(=O)N2CCN2CCOCC2)cc1 (stereo not drawn)	0.7	-1	3	0	-3	-4	1	-18	0.8
CC(=O)Nc1ccc(Oc2sc(C(=O)c3ccccc3)c(N)c2C#N)cc1	0.3	-2	0	4	-12	-11	-32	1	2.4
Cc1cc(=O)oc2c1c(C)nn2-c1ccc(Br)cc1	-0.8	-3	-2	10	-3	0	7	-5	0.1
CCC1(c2ccc(F)cc2)NC(=O)N(CC(=O)Nc2ccc3c(c2)OCCO3)C1=O (stereo not drawn)	10	11	2	23	-12	-18	-3	36	16
CSCC(=O)N1CCCC(CO)(CCCc2ccccc2)C1 (stereo not drawn)	1.8	-6	6	5	-6	-24	-8	-4	-0.3
CN1CCN(c2ccc(S(=O)(=O)N3CCCCC3)cc2NC(=O)c2cccc([N+](=O)[O-])c2)CC1	3.0	-4	6	1	-4	-12	-9	-3	2.1
Cn1nnnc1Sc1ncnc2scc(-c3ccc[nH]3)c12	-0.3	-11	-5	5	-4	-1	4	6	-0.4
O=C(CN1CCN(S(=O)(=O)c2ccc(Br)cc2)CC1)Nc1ccccc1F	0.7	-3	0	4	-13	-16	-2	8	1.6
CN1CCCC(C)(C(=O)Nc2ccc3scnc3c2)C1 (stereo not drawn)	.	-6	9	0	.	.	-18	-11	.
COCCN1C(=O)N(c2cccc(C)c2)C(=O)C1CC(=O)Nc1ccc(F)cc1 (stereo not drawn)	0.6	-4	1	9	-8	-12	-11	-7	-0.1
Cc1ccc(CS(=O)(=O)c2ncc(Cl)c(C(=O)Nc3nnc(C(C)C)s3)n2)cc1	0.0	-2	18	-3	-4	10	-9	-15	-1.7
O=C(COCc1cc(-c2ccc3c(c2)OCO3)on1)N1CCCCC1	2.0	3	15	3	-3	-15	3	-15	0.3
NNC(=O)c1n[nH]c2c1CC(C1CCCCC1)CC2 (stereo not drawn)	-0.6	-5	12	-2	-4	-6	-6	19	-0.5
CC(C)NC(=O)CSc1nnc(-c2ccc(C(C)(C)C)cc2)n1C	0.8	8	24	1	-4	-10	-33	3	0.7
Cc1sc(NC(=O)CN(C)C2CCCCC2)nc1-c1ccc2c(c1)CCN2S(=O)(=O)c1ccccc1	0.2	.	.	.	-4	-8	.	.	-0.5
COc1ccc(C(=O)N/C(=C\c2ccco2)C(=O)NCCCn2ccnc2)cc1	0.1	-8	12	4	-4	-10	-3	-8	0.9
CCC1(c2ccccc2)NC(=O)N(CC(=O)NC2CCCC2)C1=O (stereo not drawn)	.	1	16	2	.	.	-19	-5	.
COc1ccccc1C(=O)NN1C(=O)C2C3C=CC(O3)C2C1=O (stereo not drawn)	-0.3	-1	2	2	-9	-2	1	-2	-0.2
CCC(C)[C@H](NC(=O)N1c2ccccc2NC(=O)[C@@H]1C(C)C)C(=O)N[C@@H](Cc1ccccc1)C(=O)O (stereo partly drawn)	-0.7	2	8	0	-5	-11	-12	1	-0.6
O=C(NCc1ccc(Cl)cc1)c1ccc(-n2cccn2)nc1	-1.0	-11	3	41*	-1	-7	0	8	-1.2
CCCCN(CCCC)CP(=O)(c1ccccc1)c1ccccc1	0.4	-5	-1	12	5	-29	4	-8	-2.4
CN1OC[C@@H]2CN(S(=O)(=O)c3ccccc3)[C@H](c3ccc(-n4ccnc4)cc3)C[C@@H]21	.	-8	4	-1	.	.	-4	5	.
CCOC(=O)N1CCN(c2nc(C)cc(C(F)(F)F)n2)CC1	-0.7	-5	4	8	-8	-6	-10	12	-1.8
CN(C)c1nc(NCc2ccccc2)nc(N/N=C/c2ccccc2F)n1	-1.4	.	.	.	-8	-6	.	.	-2.6
Cc1ccc(S(=O)(=O)N2CCc3c2cc([N+](=O)[O-])cc3[N+](=O)[O-])cc1	1.3	-4	11	-2	-8	12	-12	-17	0.9
CC(C)(C)c1csc(NC(=O)CSc2nc3ccccc3c(=O)[nH]2)n1	3.3	-6	-11	9	-10	-17	12	29	5.5
O=C(NC1CCN(Cc2ccccc2)CC1)c1ccc2c(c1)[nH]c(=O)n2Cc1ccc(F)cc1	0.5	-13	-2	6	-3	-22	1	-16	-0.3
